From PubChem BioAssay
PPARg SRC-1 ag = agonists of human PPARgamma SRC-1 coactivator recruitment; P37231; PPARgamma-SRC-1 coactivator recruitment biochemical assay; activation, % at 8 µM; 200,000 compounds, 0.41% hits; AID 631; in the data active = activation above about 19%;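 note: 0% = DMSO and 100% = reference agonist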
TNAP act hiacc = activators of human TNAP at high phosphate acceptor concentration; P05186; purified TNAP, CDP-star luminescence, 1 M DEA, 30 min; hits give high values; 0 = EDTA background, 1 = DMSO-only activity; activation factor at 20 µM; 200,000 tested, under 10 active;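 active = activation factor at least 2 at 20 µM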
Target sequence (P05186 whole entry, looked up): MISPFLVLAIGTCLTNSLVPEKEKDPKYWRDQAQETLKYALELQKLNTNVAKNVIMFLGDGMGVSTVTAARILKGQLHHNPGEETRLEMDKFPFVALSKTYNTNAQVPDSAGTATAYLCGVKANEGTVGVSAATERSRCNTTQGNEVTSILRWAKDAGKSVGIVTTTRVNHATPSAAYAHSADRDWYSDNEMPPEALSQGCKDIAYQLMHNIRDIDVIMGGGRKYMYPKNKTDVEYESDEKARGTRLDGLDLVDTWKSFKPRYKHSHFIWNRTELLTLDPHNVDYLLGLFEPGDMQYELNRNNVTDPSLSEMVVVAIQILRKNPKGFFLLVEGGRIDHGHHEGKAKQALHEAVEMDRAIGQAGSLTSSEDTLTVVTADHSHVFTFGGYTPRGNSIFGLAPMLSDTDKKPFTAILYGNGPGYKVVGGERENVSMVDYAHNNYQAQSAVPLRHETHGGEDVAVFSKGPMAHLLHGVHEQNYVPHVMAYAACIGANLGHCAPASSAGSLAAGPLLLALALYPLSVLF
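Control set: EDTA negative control, DMSO positive control / Assay system: human TNAP / Quantity: TNAP 1/800 final / Evaluation: TNAP activation factor scaled between EDTA and DMSO control wells / Measured by: luminescent substrate turnover signal / Compound dosing: one dose, 20 µM / Times: 30 min enzyme reaction at room temperature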
Efa HMGR inh = inhibitors of class II HMG-CoA reductase from Enterococcus faecalis | 190,000 compounds, 0.41% hits | purified E. faecalis HMGR, NADPH absorbance 340 nm kinetic | inhibition, % at 10 µM | AID 1066;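 active = inhibition above a set limit, the median over all tested compounds plus 3 SD, cut at about 9.5% in these data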;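 note: enzyme runs in reverse so mevalonate oxidation gives rising NADPH absorbance; 0% = complete reaction with DMSO and 100% = background rate lacking mevalonate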
SRC2 TRFRET art = flags TR-FRET format artefacts in PPARgamma SRC-2 recruitment agonist screen. 200,000 compounds, 0.4% hits. AID 1049. TR-FRET ratio at 8 µM. TR-FRET artefact counter-screen; hits give high values; in the data active = TR-FRET ratio above about 2000; note: inactives centre near 1500
PPARg SRC-2 ag = agonists of SRC-2 recruitment by human PPARgamma; P37231; PPARgamma LBD-SRC-2 recruitment, biochemical; 200,000 compounds, 0.34% hits; AID 1032; activation, % at 8 µM; in the data active = activation above about 22%;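 note: 0% = vehicle and 100% = reference agonist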
TNAP inh no acc = inhibitors of human TNAP without phosphate acceptor; purified TNAP, CDP-star luminescence, 30 min; inhibition, % at 20 µM; 200,000 compounds, 0.26% hits;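 active = tissue-nonspecific alkaline phosphatase inhibition above about 50% at 20 µM in the single-dose screen, limit read from the data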;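 note: 0% = DMSO negative control and 100% = EDTA positive control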
TNAP inh hiacc = inhibitors of human TNAP at high phosphate acceptor concentration | AID 1135 | 200,000 compounds, 0.03% hits | inhibition, % at 20 µM | purified TNAP, CDP-star luminescence, 1 M DEA;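 active = over 50% inhibition of tissue-nonspecific alkaline phosphatase at 20 µM in the single-dose screen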;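 note: plate controls were DMSO wells for no effect and EDTA-quenched wells as full inhibition for full effect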
bIAP activator = increases bovine intestinal alkaline phosphatase activity; purified bovine IAP, CDP-star luminescence, 30 min; hits give high values; fold of DMSO-control signal, blank-subtracted; activation factor at 20 µM; 200,000 compounds, 0.17% hits;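 active = activation factor of 2 or more at 20 µM, a signal rise over negative controls twice the positive control's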
PPARg SRC3 recr = PPARgamma-driven SRC-3 recruitment agonism; P37231; biochemical PPARgamma/SRC-3 coactivator recruitment assay; activation, % at 8 µM; 200,000 compounds, 0.26% hits; AID 731; in the data active = activation above about 23%;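 note: 0% = DMSO and 100% = reference agonist; some compounds past the cut are filed as inactive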
bIAP inh = intestinal alkaline phosphatase (bovine) inhibition; purified bovine IAP, CDP-star luminescence, 30 min; inhibition, % at 20 µM; 190,000 tested, under 10 active; AID 1019;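 active = over 50% inhibition of intestinal alkaline phosphatase at 20 µM in the single-dose screen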
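System: purified bovine intestinal alkaline phosphatase (IAP) enzyme; Input: IAP diluted 1/65,000,000 in the well; Measured by: CDP-star luminescence signal; Compound dosing: 20 µM single dose; Incubation: 30 min reaction at room temperature.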
Starred values were filed as active, the others as inactive; x = no result given.

structure	TNAP inh no acc	PPARg SRC-2 ag	TNAP act hiacc	TNAP inh hiacc	bIAP inh	SRC2 TRFRET art	Efa HMGR inh	PPARg SRC3 recr	bIAP activator	PPARg SRC-1 ag
COc1cc(C(=O)NCCc2ccc(S(N)(=O)=O)cc2)cc(OC)c1OC	-14	-4	1	-4	10	1563	-5	3	0.9	3
CN(C)S(=O)(=O)c1ccc(C(=O)Nc2ccc(OCC(=O)N3CCOCC3)cc2)cc1	-11	0	1.1	-6	8	1349	-6	-5	0.9	3
COc1ccc(CCNC(=O)CCn2cccc2)cc1OC	-13	-3	1.1	-7	4	1627	-2	-2	1	1
ClCc1csc(-c2ccc(Cl)cc2)n1	-3	1	1	-1	6	1445	2	3	0.9	5
COc1ccc(C2NC(=S)NC(C)=C2C(=O)N2CCOCC2)cc1 (stereo not drawn)	-13	12	1	-2	-4	1630	0	3	1	8
COc1ccc(C(=O)NCC2OCCc3ccccc32)c(O)c1 (stereo not drawn)	-4	13	1	-5	2	1652	2	-4	1	4
O=C(CC1S/C(=N\S(=O)(=O)c2ccccc2)N(c2ccccc2)C1=O)Nc1ccc(F)cc1 (stereo not drawn)	5	6	1	-3	-5	1706	1	3	1	-4
O=C(Nc1ccon1)c1ccc2c(c1)OCO2	0	-3	1	-4	3	1552	0	5	1	5
COCCn1c(SCC(=O)Nc2ccc(OC)cc2)nc2c(oc3ccccc32)c1=O	-6	1	1	-3	2	1405	4	2	1	-6
COc1ccccc1N(C)S(=O)(=O)c1ccc(C(=O)N2CCC(C(N)=O)CC2)cc1	-4	11	1	2	-7	1502	-5	6	1.1	2
O=C(Nc1nc(-c2ccncc2)cs1)c1ccc(S(=O)(=O)N2CCOCC2)cc1	-9	-3	1	1	4	1646	-1	6	1	5
COc1ccc(Cl)cc1N1C(=O)[C@@H]2C(c3cccc(OC)c3OC)=NO[C@@H]2C1=O	-14	-2	1.1	-10	-3	1524	-7	18	1	9
O=[N+]([O-])c1ccccc1CNC1CCCCCC1	-10	-3	1.1	-7	-4	1553	-4	-2	1	3
Cc1ccc(/C=C2\C(=O)ON=C2c2ccccc2)o1	-13	14	1.1	-8	2	1781	1	5	1	6
O=C(CC1C(=O)NCCN1CC1CCCCC1)NC1(c2ccccc2)CC1 (stereo not drawn)	-4	14	1	-4	0	1557	-6	6	1	6
CCC(C)(C)n1nnnc1C(c1cc2cc(OC)c(OC)cc2[nH]c1=O)N1CCc2ccccc21 (stereo not drawn)	17	7	1	-2	-9	1555	0	17	1.1	6
COc1ccc(C2C(C(=O)/C=C/c3ccco3)=C(O)C(=O)N2CCN2CCOCC2)cc1OC (stereo not drawn)	-4	6	1	3	6	1664	-3	6	0.9	8
CC(C)CC(C(=O)Nc1ccc2c(c1)OCCO2)N1C(=O)c2ccccc2C1=O (stereo not drawn)	1	0	1	-4	8	1467	-7	-1	0.9	12
Cc1cc(C)c(NC(=O)Cn2nnc(C(=O)NCc3cccs3)c2N)c(C)c1	2	2	1	-3	9	1637	-4	1	0.9	1
CN(C)c1ccc(NC(=O)Nc2ccc3snnc3c2)cc1	-13	21	1	-4	5	1850	-3	36*	1	23*
O=S(=O)(Nc1nc2ccccc2nc1N1CCN(c2ccccn2)CC1)c1ccc(Cl)cc1	-2	3	1	3	1	1513	1	2	1	7
COc1cccc(C2NC(=O)NC(C)=C2C(=O)Nc2ccc(C)cc2)c1OC (stereo not drawn)	2	0	1	-5	7	1410	-2	-2	0.9	6
O=C1c2ccccc2NC(c2ccncc2)N1c1ccccn1 (stereo not drawn)	-11	-8	1.1	-6	-7	1575	-3	-3	1.1	-3
CC(=O)N=c1sc2ccccc2n1C	-16	-5	1	-2	18	1493	-6	-5	0.8	-2
CC(C)C(NS(=O)(=O)c1ccc(Br)s1)C(=O)O (stereo not drawn)	-5	4	1	-3	7	1556	-4	-1	0.9	9
O=C(Nc1cccc(C(=O)O)c1)/C(=C\c1ccc2c(c1)OCO2)NC(=O)c1ccc(Br)o1	-10	9	1	-4	-5	1627	-6	8	1	10
O=C1CC(c2ccccc2)CC(O)=C1C=NCc1ccco1 (stereo not drawn)	-13	-1	1	-5	10	1299	-2	-16	0.9	3
O=c1cc(-c2ccccc2Cl)c2c([nH]1)CCC2	8	2	1	3	44	1504	-4	-4	0.6	-5
Cc1ccccc1C(=O)NC1CCN(Cc2nnnn2Cc2ccccc2)CC1	-4	-1	1.1	-8	-8	1380	0	3	1.1	-8
COc1ccc(N(C(=O)COc2ccccc2)C2C=CS(=O)(=O)C2)cc1 (stereo not drawn)	-1	7	1	-1	3	1568	-3	12	1	8

Rewritten with each value named: three of the compounds above.
SMILES: O=C(Nc1cccc(C(=O)O)c1)/C(=C\c1ccc2c(c1)OCO2)NC(=O)c1ccc(Br)o1
  TNAP inh no acc: -10; PPARg SRC-2 ag: 9; TNAP act hiacc: 1; TNAP inh hiacc: -4; bIAP inh: -5; SRC2 TRFRET art: 1627; Efa HMGR inh: -6; PPARg SRC3 recr: 8; bIAP activator: 1; PPARg SRC-1 ag: 10

SMILES: O=C1CC(c2ccccc2)CC(O)=C1C=NCc1ccco1 (stereo not drawn)
  TNAP inh no acc: -13; PPARg SRC-2 ag: -1; TNAP act hiacc: 1; TNAP inh hiacc: -5; bIAP inh: 10; SRC2 TRFRET art: 1299; Efa HMGR inh: -2; PPARg SRC3 recr: -16; bIAP activator: 0.9; PPARg SRC-1 ag: 3

SMILES: O=c1cc(-c2ccccc2Cl)c2c([nH]1)CCC2
  TNAP inh no acc: 8; PPARg SRC-2 ag: 2; TNAP act hiacc: 1; TNAP inh hiacc: 3; bIAP inh: 44; SRC2 TRFRET art: 1504; Efa HMGR inh: -4; PPARg SRC3 recr: -4; bIAP activator: 0.6; PPARg SRC-1 ag: -5

The listing continues:
structure	TNAP inh no acc	PPARg SRC-2 ag	TNAP act hiacc	TNAP inh hiacc	bIAP inh	SRC2 TRFRET art	Efa HMGR inh	PPARg SRC3 recr	bIAP activator	PPARg SRC-1 ag
COc1ccc(CNC(=O)C2CC(=O)N(c3ccc(OCC(=O)N4CCCCC4)cc3)C2)cc1 (stereo not drawn)	-4	-9	1	-2	-18	1400	-1	-18	1.2	7
Cc1nc2c(-c3ccc(F)cc3)c(C)nn2c(C)c1CCC(=O)NC(C)CCc1ccco1 (stereo not drawn)	-5	2	1	0	16	1517	-4	10	0.8	-4
O=C(Cn1cc2c(n1)CCCCC2)N1CCc2ccccc2C1	-19	4	1	-4	12	1494	-4	7	0.9	-1
O=C(C1CCCN(Cc2ccccc2Br)C1)N1CCCCC1 (stereo not drawn)	-10	5	1	-4	7	1361	1	8	0.9	2
O=C(COC(=O)/C=C/c1ccc(S(=O)(=O)N2CCOCC2)cc1)NC1CCCCCCC1	-12	-3	1	-3	4	1447	-4	-5	1	-6
O=[N+]([O-])c1ccc(N2CCCCCC2)c(S(=O)(=O)N2CCCCC2)c1	-7	0	1	-3	24	1498	1	3	0.8	6
CCOc1ccc(C(=O)Nc2ccncc2)cc1	-11	-6	1.1	-8	1	1482	-1	-10	1	1
Cc1nn(CC(=O)NCc2cccnc2)c(=O)c2ccccc12	-8	4	1	-1	6	1447	2	7	0.9	-2
Cc1cc(C(=O)N/N=C/c2c[nH]c3ccccc23)cs1	-1	1	1	-3	0	1368	-4	3	1	-9
COC(=O)c1cc(C(=O)Nc2nnc(C3CC3)s2)cc([N+](=O)[O-])c1	-11	-4	1.1	-6	-4	1507	3	0	1	-2
CCc1ccc(C(=O)NCc2ccc(Cl)cc2)cc1	-55	-4	1	1	x	1470	-6	2	0.4	1
CCc1nnc(NC(=O)CSc2nnc3c(n2)[nH]c2ccccc23)s1	-11	2	0.9	6	-18	1476	-5	-1	1.2	5
CS(=O)(=O)c1nsc2nc(=O)c(/C=C3\C=Nc4ccccc43)c(N)n12	3	1	0.9	10	-5	1728	1	2	1	2
CCCN1Cc2cccc(C(=O)N3CCN(c4ccc(OC)cc4)CC3)c2C1=O	-16	-1	1.1	-6	-24	1603	-1	3	1.2	8
CCCCNC(=O)Cc1ccc(Br)cc1	-2	-1	1	-4	-8	1590	-6	2	1.1	9
Clc1ccc(-c2cn3cccnc3n2)cc1Cl	-10	0	1	-3	12	1391	-4	-5	0.9	7
O=C(NC1CCSC1=O)c1ccc(Cl)cc1 (stereo not drawn)	2	6	1	4	22	1639	0	1	0.8	0
Cn1c(=O)n(CC(=O)NC2CCCCC2)c(=O)c2ccccc21	-7	2	1	-1	-2	1549	-4	-3	1	-4
O=S(=O)(c1ccc(N2CC=C(c3ccccc3)CC2)nc1)N1CCCC1	-15	2	1.1	-7	15	1711	-6	4	0.8	2
CCN(CC(=O)Nc1ccccc1C(=O)OC)S(=O)(=O)c1ccc(OC)cc1	-3	2	1	-3	5	1466	-1	-1	1	-1
COc1ccccc1N1CCN(C(=O)C2CCN(S(=O)(=O)c3ccccc3)CC2)CC1	-18	7	1.1	-9	-2	1618	-1	8	1	5
CCCS(=O)(=O)N1CCCC(C(=O)NCc2cccnc2)C1 (stereo not drawn)	-8	-6	1	-4	-2	1311	-9	-12	1	-4
COc1ccc(C)cc1S(=O)(=O)NC1CCCCC1	5	7	1	-4	29	1417	-6	-10	0.7	0
CC(C)CNC(=O)c1ccc(Cl)c(NC(=O)COc2ccccc2)c1	-6	4	1	-4	5	1512	-5	3	0.9	1

Entries listed above printed as active in PPARg SRC-1 ag:
compound | TNAP inh no acc | PPARg SRC-2 ag | TNAP act hiacc | TNAP inh hiacc | bIAP inh | Efa HMGR inh | PPARg SRC3 recr | bIAP activator | PPARg SRC-1 ag
CN(C)c1ccc(NC(=O)Nc2ccc3snnc3c2)cc1 | -13 | 21 | 1 | -4 | 5 | -3 | 36* | 1 | 23*
